From PubChem
KOR beta-arrestin-1 = kappa opioid receptor activators – cell-based, luminescence, uHTS, primary screen (AID 1777) | KOR beta-arrestin recruitment, luminescence; higher % means a stronger effect | activation, % at 10 µM, or EC50 in µM where a hit was titrated | hit rate 0.02% among 280,000; in the data active = activation above about 50%, passing the limit was not always enough; also: a part of the inactive calls stands beside numbers as strong as those of hits
NOD1 inhibition = NOD1 signaling inhibitors, primary screen, cell-based, luminescence, uHTS (AID 1578); one-dose inhibition, % at 4 µM; EC50 in µM for titrated hits; NOD1-driven NF-kB luciferase reporter cells, luminescence; higher % means a stronger effect; hit rate 1% among 290,000; in the data active = inhibition mostly above about 36%, no sharp cut-off; inactive = mostly below about 34%;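 also: HEK-293T reporter cells stimulated with the NOD1 agonist gamma-tri-DAP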
GPR35 antagonists = inhibition of zaprinast-stimulated GPR35 beta-arrestin translocation – imaging, U2OS, beta-arrestin-GFP, zaprinast agonist, primary screen (AID 2058) | U2OS GPR35 beta-arrestin-GFP translocation imaging, zaprinast antagonism; higher % means a stronger effect | one-dose inhibition, % at 10 µM; IC50 in µM for titrated hits | hit rate 0.052% among 290,000;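 active = inhibition of at least 50% with at least 30 cells and total cytoplasm GFP at most 10,000,000; inconclusive = under 30 cells or total GFP of 10,000,000 plus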
GPR55 LPI antagonism = inhibition of LPI-stimulated GPR55 beta-arrestin translocation – imaging, U2OS, beta-arrestin-GFP, LPI agonist, primary screen (AID 2013) | hit rate 0.13% among 290,000 | U2OS GPR55 beta-arrestin-GFP translocation imaging, LPI antagonism; higher % means a stronger effect | one-dose inhibition, % at 10 µM; IC50 in µM for titrated hits;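 active = spots per cell inhibited over 60%, with over 100 cells counted and total cytoplasm intensity under 500,000; inconclusive = wells with under 100 cells, flagged as likely toxic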;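 also: U2OS cells stably carrying GPR55 and arrestin-GFP stimulated by 5 µM LPI near EC80; imaged beta-arrestin-GFP aggregate spots per cell after agonist stimulation; plate controls were LPI-stimulated DMSO wells for no effect and DMSO wells without LPI for full effect; some results filed as inactive read as strong as hits; confirmed hits need IC50 under 10 µM and bright autofluorescent wells are also inconclusive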
KOR beta-arrestin-2 = KOR antagonists, beta-arrestin recruitment, cell-based, luminescence, uHTS (AID 1778); KOR beta-arrestin recruitment, luminescence, antagonist mode; higher % means a stronger effect; one-dose inhibition, % at 10 µM; IC50 in µM for titrated hits; hit rate 0.091% among 290,000; in the data active = inhibition above about 50%; also: strong numbers were not always called active
NS5 inhibitors = flavivirus cap methylation enzyme inhibition – biochemical, confirmation dose response, primary screen (AID 588689) | Dengue-2 NS5 methyltransferase capping enzyme assay, biochemical; higher % means a stronger effect | inhibition, % at 25 µM, or IC50 in µM where a hit was titrated | hit rate 0.3% among 340,000; in the data active = a potency from the dose series; inconclusive = inhibition above about 29% without an active follow-up result
West Nile antiviral = West Nile virus antiviral activity, cell-based, CPE readout (AID 1621). CPE inhibition, % at 10 µM; hits with a dose series show IC50 in µM. hit rate 0.02% among 290,000. West Nile virus-infected cells, CPE inhibition; higher % means a stronger effect; in the data active = a potency from the dose series; inconclusive = CPE inhibition mostly from about 3.7% at the one dose, without a potency; inactive = the rest, 99 in 100 with CPE inhibition below about 2.2%; also: strong numbers were not always called active
HIV fusion peptide = cell-free HIV fusion peptide-binding blockers – biochemical, uHTS, fluorescence dequenching, primary screen (AID 1986); hit rate 0.3% among 290,000; one-dose inhibition, % at 20 µM; IC50 in µM for titrated hits; cell-free peptide binding, fluorescence dequenching, 30 min; higher % means a stronger effect; in the data active = inhibition mostly above about 52%, no sharp cut-off; inactive = mostly below about 76%; also: some results filed as inactive read as strong as hits
GPR55 activation = GPR55 agonists via beta-arrestin recruitment, primary screen, imaging, U2OS cells, beta-arrestin-GFP redistribution (AID 1961); one-dose activation, % at 10 µM; EC50 in µM for titrated hits; U2OS GPR55 beta-arrestin-GFP redistribution imaging; higher % means a stronger effect; hit rate 0.048% among 290,000;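 active = activation above 40% with more than 50 cells counted in the well; inconclusive = wells holding fewer than 50 cells, flagged as toxic or sparse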;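 also: U2OS osteosarcoma cells stably expressing GPR55 and beta-arrestin-GFP; plate controls were DMSO negative control for no effect and LPI positive control for full effect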
NS5 inhibitors pilot replicate = second read-out of NS5 inhibitors, no call of its own (marks repeat the call); inhibition, %; measured here: pilot screen replicate inhibition
* hit, by the source's call; ? = inconclusive; . = not tested or not shown; [ ] = another dose, or the depositor's remark.

SMILES	KOR beta-arrestin-1	NOD1 inhibition	GPR35 antagonists	GPR55 LPI antagonism	KOR beta-arrestin-2	NS5 inhibitors	West Nile antiviral	HIV fusion peptide	GPR55 activation	others
COc1ccccc1CNC(=O)C1CCN(S(=O)(=O)c2cccc3nonc23)CC1	-3.5%	6%	-6%	3%	-12%	-16%	-1.1%	0.4%	-0.2%
O=C(C1CC(=O)N(c2ccc(F)cc2)C1)N1CCCCC1 (stereo unspecified)	2.5%	5%	0%	-6%	-4%	-3%	-0.1%	1.4%	-0.2%
Cc1ccc(-n2c(O)c(C=Nc3cc(C)on3)c3ccccc3c2=O)c(C)c1	-1.5%	-25%	-17%	16%	5%	3%	-0.8%	-1.6%	-0.2%
Nc1nc(SCC(=O)N2N=C3/C(=C/c4ccco4)CCCC3C2c2ccco2)n[nH]1 (stereo unspecified)	-6.2%	8%	6%	-6%	-5%	1%	0.7%	3.1%	0.0%
Cc1ccccc1-c1nnc(SCC(=O)Nc2ccc3c(c2)OCCO3)n1N	4.0%	-11%	16%	3%	-4%	1%	-0.2%	1.1%	0.0%
Cn1c(Cc2ccccc2)nnc1SCC(=O)NC1CCCC1	5.5%	17%	-15%	-9%	-14%	0%	0.7%	0.2%	-0.1%
Cc1cccc(NC(=O)c2cnc3sccn3c2=O)c1C	-2.9%	-32%	-4%	8%	2%	.	-0.2%	0.6%	0.8%
CC(C)Cc1ccc(CN2CCCC(NC(=O)CCN3CCCO3)C2)cc1 (stereo unspecified)	0.4%	-9%	-6%	16%	15%	3%	-0.9%	-1.9%	-0.1%
O=C(CSc1n[nH]c(-c2cccs2)n1)NCc1cccs1	-0.4%	0%	-15%	8%	-20%	-3%	0.3%	1.6%	0.2%
O=C(/C=C/c1cccs1)NC(=S)Nc1ccc(S(=O)(=O)Nc2ccccc2C(F)(F)F)cc1	4.7%	0%	1%	19%	-7%	4%	-0.2%	41%	0.0%
Cn1cnnc1SCc1ccc(C(=O)N=Nc2c(O)n(Cc3ccc(Cl)cc3)c3ccccc23)cc1	-1.5%	30%	4%	65%	-27%	2%	-0.6%	-11%	-0.2%
Cc1ccccc1-c1nc(-c2ccc(NC(=O)c3ccc(Br)o3)cc2)no1	6.7%	-15%	-9%	10%	30%	5%	-1.1%	-1.3%	-0.2%
CCc1nc(SCc2ccccc2)n[nH]1	-0.6%	-2%	0%	0%	-62%[20 µM]	8%	-0.3%	2.2%	-0.1%
COc1cc(OC)cc(C(=O)OCC(=O)N2CCCC2)c1	-5.8%	8%	1%	4%	-30%	1%	-0.5%	-0.9%	-0.2%
Cc1cc(C)c2c(N)c(C(=O)c3ccc(Cl)cc3Cl)sc2n1	17%	82%*	6%	2%	-94%	-9%	1.2%	0.9%	0.0%
O=C(Nc1cccc(Cl)c1)C1COc2ccccc2O1 (stereo unspecified)	-2.9%	-37%	9%	1%	-29%	-1%	-0.8%	0.0%	-0.1%	NS5 inhibitors pilot replicate=-0.9
O=C(COc1ccccc1)N1CCN(S(=O)(=O)c2cccc([N+](=O)[O-])c2)CC1	-0.2%	-5%	-16%	2%	6%	-7%	-0.9%	-0.2%	-0.7%
COc1cccc(CNC(=O)C2CCC(=O)N(CCc3cccc(F)c3)C2)c1 (stereo unspecified)	8.0%	-22%	7%	12%	-35%	-12%	-0.4%	1.6%	-0.1%
O=C(c1cc2cc(Br)ccc2oc1=O)N1CCN(c2ccccn2)CC1	-0.7%	-13%	-9%	4%	18%	7%	0.1%	0.6%	-0.4%
CC(C)(C)c1nnc(N/N=C/c2ccccc2O)n(N)c1=O	5.2%	-46%	18%	2%	27%	4%	?	0.9%	0.0%
CC(OC(=O)c1ccc2c(c1)C(=O)N(Cc1ccncc1)C2=O)C(=O)Nc1cccc(Cl)c1Cl (stereo unspecified)	-7.0%	-6%	0%	0%	-26%	4%	0.2%	-1.2%	1.5%
O=C(Cn1c(=O)oc2ccccc21)Nc1nc(-c2ccccc2)cs1	-1.3%	-28%	-2%	1%	-4%	-5%	-0.2%	-1.5%	-0.3%
Cc1[nH]n(-c2ccccc2)c(=O)c1C(C[N+](=O)[O-])c1ccc(F)cc1 (stereo unspecified)	-0.5%	-13%	-9%	7%	-31%	1%	0.1%	1.0%	-0.2%
Cc1ccc(NC(=S)NCC23C=CC(O2)C2C(=O)N(c4ccc(C)cc4)C(=O)C23)cc1 (stereo unspecified)	3.1%	-9%	-6%	-2%	-4%	-7%	-1.5%	-0.7%	0.2%
Cc1cccc(C)c1NC(=O)COC(=O)CCc1ccc(S(=O)(=O)N2CCCCC2)cc1	-1.5%	-16%	-20%	12%	38%	-10%	0.1%	4.1%	0.2%
CSC1=NCCN1C(=O)c1ccc(S(=O)(=O)N(C)C)cc1	7.1%	-9%	5%	-3%	30%	-2%	0.2%	-3.4%	-0.1%
COCCCNC(=O)c1sc2ncn(CC(=O)Nc3ccc(C)c(Cl)c3)c(=O)c2c1C	1.5%	-33%	-6%	2%	-2%	-4%	-0.1%	0.9%	-0.2%
O=C1CCC(=O)N1c1ccc(S(=O)(=O)N2CCCC2)cc1	-1.6%	-27%	-10%	0%	28%	-2%	2.0%	-1.2%	0.0%
O=C(NC1=C(Nc2ccc(F)cc2)C(=O)c2ccccc2C1=O)c1ccc(Cl)cc1	-3.9%	-16%	-6%	4%	25%	4%	-1.2%	0.2%	0.0%
O=C(NCCCn1ccnc1)/C(=C\c1cccs1)NC(=O)c1ccccc1	-0.8%	-39%	7%	7%	7%	5%	0.1%	-0.9%	0.6%
CCC1CCc2sc(C(=O)NCc3ccccn3)cc2C1 (stereo unspecified)	1.2%	-44%	5%	9%	17%	4%	-1.8%	-0.9%	-0.1%
CCCCC(=O)Nc1ccc(C(=O)NCCCn2ccnc2)cc1	-1.7%	-43%	10%	3%	-1%	-2%	0.0%	-1.9%	0.2%
NNc1nc2c(Cl)ccc(Cl)c2s1	13%	-17%	11%	14%	-89%	6%	-0.8%	20%	-0.3%
CCCCN(CCCC)CCNC(=O)CN1C(=O)CSc2ccc(S(=O)(=O)N3CCOCC3)cc21	-3.4%	-20%	2%	7%	-3%	0%	0.1%	1.7%	-0.1%
CC1(Cc2ccc3c(c2)OCO3)NC(=O)NC1=O (stereo unspecified)	20%	0%	11%	-8%	-14%	-6%	1.9%	0.1%	-0.2%
Cc1[nH]c2ccccc2c1CCC(N)=O	-1.3%	7%	8%	4%	20%	0%	0.4%	4.5%	-0.2%
O=C(c1c[nH]c2ccc(S(=O)(=O)N3CCC4(CC3)OCCO4)cc2c1=O)N1CCOCC1	3.0%	-14%	-13%	27%	12%	3%	0.7%	0.5%	0.2%
Cn1c(=O)c2c(ncn2CC(=O)Nc2nc(-c3ccccc3Cl)cs2)n(C)c1=O	.	41%	-6%	4%	.	-4%	0.5%	2.5%	-0.2%
O=C(NN1C(=O)c2ccccc2NC1c1ccccn1)c1ccc([N+](=O)[O-])cc1 (stereo unspecified)	1.2%	-9%	-1%	4%	26%	-3%	-0.3%	-1.8%	-0.6%
COc1cc(NS(=O)(=O)c2ccc(NC(=S)NC(=O)C(C)(C)C)cc2)nc(OC)n1	0.0%	7%	12%	6%	-37%	8%	0.4%	-0.6%	-0.1%
COc1cccc(OC)c1-c1nn2c(-c3ccccc3Cl)nnc2s1	-0.7%	-15%	4%	-2%	11%	-3%	-0.7%	-1.4%	-0.2%
Brc1ccc(-c2nc(N/N=C/c3cccnc3)c3ccccc3n2)cc1	3.8%	-53%	-5%	23%	-29%	12%	0.2%	-1.2%	-0.1%
CC(=O)C1=C(C)OC(N)=C(C#N)C1c1cccc([N+](=O)[O-])c1 (stereo unspecified)	0.0%	36%	2%	2%	-30%	-6%	-0.4%	-1.9%	-0.4%
O=C(Cn1nnc(-c2cccc(C(F)(F)F)c2)n1)NNS(=O)(=O)c1cccc(C(F)(F)F)c1	4.4%	2%	-12%	8%	-20%	-8%	-0.4%	3.0%	-0.2%
CCCCN1C(=O)/C(=C2\SC(N3CCOCC3)=NC2=O)c2ccccc21	-3.5%	2%	4%	13%	42%	-5%	-0.8%	-2.5%	0.7%
COc1ccc(NC(=O)C2CCN(C(=O)C3CC(=O)N(c4ccc(C)cc4)C3)CC2)cc1 (stereo unspecified)	0.4%	-36%	-8%	6%	-48%	-2%	-0.1%	-1.5%	0.2%
CN1CCc2c(sc(NC(=O)Cc3ccccc3)c2C(N)=O)C1	-8.6%	-6%	12%	2%	-12%[20 µM]	3%	0.9%	-1.0%	0.7%
CC(Oc1ccc(-c2ccccc2)cc1)C(=O)N/N=C/c1cccnc1 (stereo unspecified)	1.0%	35%	-5%	-12%	18%	0%	-0.1%	-0.2%	-0.2%
CCC(=O)N(CCC1(C(C)C)CCOC(C)(C)C1)C(C)c1cccs1 (stereo unspecified)	1.9%	-4%	3%	0%	-5%	-4%	-0.9%	0.8%	0.0%
CCCc1cc(=O)oc2cc(C)cc(OCC(=O)NCC(O)c3ccccc3)c12 (stereo unspecified)	-3.5%	-11%	0%	10%	-7%	-10%	-0.8%	0.6%	-0.2%

An excerpt, so the mix of outcomes need not match the whole.
